Screening results as filed in PubChem BioAssay.
POLH inh – qHTS for Inhibitors of Polymerase Eta; recombinant Pol eta, fluorescent DNA replication assay; Potency, µM (titrated, usually from 114 µM), for the others: top-dose activity change, negative = inhibition, usual class: inhibitors; hit rate 1.2% among 390,000; AID 588591, 2011; further: potency means the concentration at half of the fitted maximal effect; on the % scale 0 is the no-effect control and ±100 the full control effect
Target sequence (Q9Y253 whole entry, looked up): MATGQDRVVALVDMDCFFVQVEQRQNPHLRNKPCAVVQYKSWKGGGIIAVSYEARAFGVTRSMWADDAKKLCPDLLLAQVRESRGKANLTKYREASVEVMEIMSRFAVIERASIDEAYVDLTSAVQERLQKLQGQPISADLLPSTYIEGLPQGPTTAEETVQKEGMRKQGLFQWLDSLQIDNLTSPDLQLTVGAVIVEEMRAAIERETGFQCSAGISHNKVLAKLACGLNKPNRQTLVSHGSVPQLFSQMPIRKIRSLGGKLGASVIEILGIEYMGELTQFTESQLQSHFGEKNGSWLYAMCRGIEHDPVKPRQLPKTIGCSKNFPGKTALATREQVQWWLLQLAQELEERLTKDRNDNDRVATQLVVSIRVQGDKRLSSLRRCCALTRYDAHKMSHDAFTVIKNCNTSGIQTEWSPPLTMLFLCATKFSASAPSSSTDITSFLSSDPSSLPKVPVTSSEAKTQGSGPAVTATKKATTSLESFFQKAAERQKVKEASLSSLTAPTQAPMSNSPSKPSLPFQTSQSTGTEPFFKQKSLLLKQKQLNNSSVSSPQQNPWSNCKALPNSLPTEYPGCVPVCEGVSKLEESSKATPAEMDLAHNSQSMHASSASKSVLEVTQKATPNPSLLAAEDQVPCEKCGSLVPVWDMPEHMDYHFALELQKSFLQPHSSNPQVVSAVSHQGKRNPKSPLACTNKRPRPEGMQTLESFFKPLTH
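Pol eta (10 nM) was preincubated with compounds for 15 min at room temperature, after which fluorescent replication substrate (50 nM final) was added to start the reaction. Fluorescence was read kinetically at 0 and 10 min.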
Glioma ERSR ind – qHTS for Inducers of the Endoplasmic Reticulum Stress Response (ERSR) in Human Glioma: qHTS. U87-MG GRP78 promoter luciferase reporter, 16 h. Potency, µM, for inactives: at the top dose activation, hits mostly activators. hit rate 0.02% among 420,000; further: potency means the concentration at half of the fitted maximal effect; series mostly up to about 76 µM; % of control where 0% means no effect; nearly all actives have a fitted effect of over 35% in size
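ERSR induction read as luciferase luminescence (Bright-Glo, 10 min at room temperature) in stably transfected human U87-MG glioma cells exposed to compounds for 16 h, using GRP78 as sensor.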
LDHA block – qHTS assay for inhibitors of human lactate dehydrogenase; L-lactate dehydrogenase A chain (Homo sapiens), P00338; purified LDHA, NADH/diaphorase-resazurin fluorescence; stronger effect = lower value; activity change, % (values are at about 110 or 230 µM); hit rate 0.15% among 480,000; in the data active means activity change below about -30%; inconclusive means mostly about -25% to -30%;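 further: plate controls were DMSO wells for no effect and wells without enzyme for full effect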
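Enzyme activity of human lactate dehydrogenase 5 (2 nM; 0.06 mM NADH, 0.2 mM pyruvate, 5 min, RT) is measured via a resazurin/diaphorase fluorescence readout of residual NADH.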
Apoferritin bind – qHTS Assay for Identification of Novel General Anesthetics; hit rate 0.074% among 350,000; Potency, µM (doses to about 77.5 µM), without a hit: at the top dose activity change, negative = displacement, usual class: inhibitors; apoferritin/1-aminoanthracene competitive binding, fluorescence; AID 485281, 2010; further: potency means the concentration at half of the fitted maximal effect; on the % scale 0 is the no-effect control and ±100 the full control effect; nearly all actives have a fitted effect of over 20% in size
Target sequence (P02791 2-175 limits assumed): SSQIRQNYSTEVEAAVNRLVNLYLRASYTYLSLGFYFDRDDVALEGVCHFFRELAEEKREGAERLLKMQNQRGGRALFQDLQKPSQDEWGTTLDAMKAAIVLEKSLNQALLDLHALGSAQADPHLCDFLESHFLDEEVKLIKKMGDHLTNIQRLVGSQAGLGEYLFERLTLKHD
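10 uM apoferritin + 50% sat. 1-AMA, PBS; cpd 10 min RT; Ex380/Em535 endpoint; normalized to free probe vs complex; 4-param Hill fit; propofol titration as pos. ctrl.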
BLM inh – qHTS Assay for Inhibitors of Bloom's syndrome helicase (BLM) | RecQ-like DNA helicase BLM (Homo sapiens), P54132 | recombinant BLM DNA unwinding, fluorescence dequenching | Potency, µM (top dose mostly 56.1 µM), without a hit: at the top dose activity change, negative = inhibition, hits mostly inhibitors | hit rate 0.2% among 350,000;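 further: potency means the concentration at half of the fitted maximal effect; plate controls were vehicle for no effect and no enzyme for full effect; nearly all actives have a fitted effect of over 35% in size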
APEX1 inh – qHTS Assay for Inhibitors of the Human Apurinic/apyrimidinic Endonuclease 1 (APE1); DNA repair nuclease/redox regulator APEX1 (Homo sapiens), P27695; recombinant APE1, TAMRA/BHQ-2 abasic DNA cleavage fluorescence; Potency, µM (top dose mostly 65.8 µM), for inactives: top-dose activity change, negative = inhibition, most hits filed as inhibitors; hit rate 0.35% among 350,000; AID 2517, 2012;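 further: potency means the concentration at half of the fitted maximal effect; plate controls were vehicle for no effect and reference inhibitor for full effect; nearly all actives have a fitted effect of over 55% in size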
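Activity was derived from the fluorescence gain between first and third kinetic reads (60 s intervals, ex 525/em 598 nm) after 50 nM THF-abasic TAMRA/BHQ-2 duplex was added to 0.75 nM APE1 preincubated 15 min with compound.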
POLK inh – qHTS for Inhibitors of Polymerase Kappa; hit rate 0.53% among 400,000; AID 588579, 2011; purified Pol kappa, fluorescent DNA synthesis assay, 10 min; Potency, µM (series often up to 107 µM), without a hit: at the highest dose activity, negative = inhibition, hits mostly inhibitors; DNA polymerase kappa (Homo sapiens), Q9UBT6; further: potency means the concentration at half of the fitted maximal effect; on the % scale 0 is the no-effect control and ±100 the full control effect
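First, compounds were pin-transferred onto 10 nM Pol kappa. After 15 min at room temperature, substrate was added to 50 nM final. Fluorescence was then measured kinetically at 0 and 10 min.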
Pol iota inh – qHTS for Inhibitors of Polymerase Iota. DNA polymerase iota (Homo sapiens), Q9UNA4. Pol iota fluorescent replication assay, 10 min. Potency, µM (series often up to 115 µM), for inactives: at the top dose activity, negative = inhibition, actives largely listed as inhibitors. hit rate 1% among 390,000; further: potency means the concentration at half of the fitted maximal effect
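Fluorescent replication assay read twice, at 0 min and 10 min after adding 50 nM (final) substrate. Enzyme (10 nM) and compounds were first incubated 15 min at room temperature; enzyme-free buffer wells were negative controls.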
POLB inh – qHTS Assay for Inhibitors of DNA Polymerase Beta. Pol beta primer extension/strand displacement, fluorescence kinetic. Potency, µM (series often up to 114 µM), inactives show top-dose activity change, negative = inhibition, usual class: inhibitors. hit rate 1.3% among 340,000; further: potency means the concentration at half of the fitted maximal effect; on the % scale 0 is the no-effect control and ±100 the full control effect
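Curves were derived by four-parameter Hill fits of normalized qHTS data. The kinetic fluorescent primer-extension read was taken at 0 and 10 min after 50 nM substrate, following a 15 min room-temperature preincubation of 10 nM enzyme with compounds.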
Active calls of the source: *; ? = inconclusive; . = no result given; & = joins results of further samples; [ ] = remark or other dose. Unless noted, the call rests on the fitted dose curve; in most records, active means well fitted curve in the direction sought with a large enough effect; inconclusive means small, poorly fitted or top-dose-only effect, or another doubt; inactive means no such curve, though single readings can be large; an effect the other way counts as inactive or inconclusive.

SMILES	POLH inh	Glioma ERSR ind	LDHA block	Apoferritin bind	BLM inh	APEX1 inh	POLK inh	Pol iota inh	POLB inh
COCc1nnc(NC(=O)c2cccs2)s1	-9%	2%	0	-4%	-2%	1%	-2%	-6%	18%
O=C(O)CCSc1nc2ccccc2s1	-10%	-14%	-6	3%	2%	20%	0%	-16%[58.9 µM]	?
COc1cccc(C2=N/C(=C\N(C)C)C(=O)O2)c1	-19%	4%	-8	-10%	-3%	-1%	-16%	8%	24%
CC(NC(=O)c1nn(C)c(=O)c2ccccc12)c1ccc(F)cc1 (stereo unspecified)	-8%	-3%	8&-15	-17%	-6%	5%	1%	-9%	-14%
COc1cccc(-c2nnc3n(CCc4ccccc4)c(=O)c4ccccc4n23)c1O	-3%	1%	3	-2%	-3%	.	-14%	-13%	2%
O=C(Oc1ccc(-c2ccccc2)cc1)c1ccco1	-18%	7%	-6	.	.	.	-13%	-3%	.
Cc1csc(NC(=O)CSc2nc(=O)[nH]c3c2CCCC3)n1	-2%	-2%	-14	-14%	-2%	20%	-1%	8%	32%
Cc1ccc(CNC(=O)c2nn(-c3ccc(Cl)cc3)nc2CO)cc1	6%	-4%	-10	-10%	0%	.	-23%	4%	9%
CC1SCC(NC(=O)c2cccc(Cl)c2)CS1 (stereo unspecified)	-14%	3%	-4	-9%	-3%	-1%	4%	35%[activator]	6%
Cc1ccc(C)c(N2CCN(C(=O)c3ccc(NC(=O)c4nsc5ccccc45)cc3)CC2)c1	-17%	1%	6	?	-5%	.	2%[60.1 µM]	5%	6%
Cc1ncc(S(=O)(=O)c2ccccc2)c(-c2ccc(Cl)cc2Cl)n1	-1%	1%	-2	-13%	-5%	?	-18%	-2%	23%
O=C(CN1CCC(n2nnc3cc(C(F)(F)F)ccc32)CC1)Nc1ccc2c(c1)OCCO2	-20%	-13%	9	?	-7%	-8%	-16%	?	-13%
CN([C@@H](Cc1ccc(OS(=O)(=O)c2cccc3cnccc23)cc1)C(=O)N1CCN(c2ccccc2)CC1)S(=O)(=O)c1cccc2cnccc12	-17%	-2%&0%	-2	?	-4%&2%	-4%&25%	-4%[60.1 µM]	4%	3%
COc1ccccc1N1CCN(C(=O)c2ccc(Cl)c(S(=O)(=O)NCc3ccco3)c2)CC1	-1%	-5%	-7	-21%	-7%	0%	0%	-7%	0%
COc1ccc(NC(=O)CSc2ncccc2C(=O)OC(C)C)cc1OC	-10%	0%	7	-12%	1%	-3%	-17%	?	3%
O=C(Cc1cccs1)N/N=C/C(Br)=C/c1ccccc1	-11%	6%	-21	?	-2%	-4%	-9%	0%[58.9 µM]	?
COc1ccc(-n2nnnc2CNC(=O)C2CC(=O)N(c3ccc(Cl)cc3)C2)cc1 (stereo unspecified)	-10%	-1%	-7	.	.	18%	-2%	12%	.
O=C(CSc1ncnc2sccc12)N1CCCCC1	-21%	-5%	-4	.	.	17%	-7%	21%	.
Cn1c(SCC(=O)Nc2ccc(Cl)cn2)nnc1C1CC1	-20%	-3%	-9	-7%	-1%	13%	3%	20%	-1%
CCCCCCCCNC(CO)(CO)CO	-9%	-3%	-6	-10%	1%	8%	-8%	43%[activator]	15%
CCn1c(=O)c(NC(=O)c2ccccc2)c2n(c1=S)CCCCC2	-6%	-4%	-3	-5%	-3%	-2%	-12%	1%	15%
CN(C)CCNC(=O)c1ccc(Sc2ccc(Br)cc2)c([N+](=O)[O-])c1	-22%	-3%	0	?	-10%	3%	-9%	209%[activator]	1%
N#Cc1c(-c2ccc(Br)cc2)nc2n(c1=O)CCCS2	-3%	1%	-10	-24%	-2%	4%	-6%	6%	-10%
CCC(=O)N(CCc1ccccc1C)Cc1cc2cc3c(cc2[nH]c1=O)OCO3	0%	-2%	-2	-7%	-5%	-12%	0%	9%	1%
COc1cc2nc(N3CCN(C(=O)C4CCCO4)CC3)nc(N)c2cc1OC (stereo unspecified)	-2%	-1%&0%&-5%	-10&-6	-7%&-1%&4%	-3%&7%&43%	-4%	-15%[60.1 µM]	-16%	5%
Other compounds
SMILES	POLH inh	Glioma ERSR ind	LDHA block	Apoferritin bind	BLM inh	APEX1 inh	POLK inh	Pol iota inh	POLB inh
CN1C(=O)C2(c3ccccc31)N(c1cccc(F)c1)C(=O)CS2(=O)=O (stereo unspecified)	-20%	-4%	-2	?	-5%	.	-3%	13%	2%
CC(C)(C)NC(=O)C(c1ccncc1)N(C(=O)c1csnn1)C1CC1 (stereo unspecified)	-3%	-6%	4	-7%	0%	-2%	9%	-3%	15%
CC1=NC(=O)C(N=Nc2ccccc2C(=O)O)N1c1ccccc1 (stereo unspecified)	-28%	6%	4	-11%	-3%	14%	-20%	-4%	-12%
COc1cccc(NC(=O)Nc2cc(-c3cn4cccnc4n3)ccc2OC)c1	?	0%	-5	47%[activator]	-11%	.	-19%	?	-26%
CCNC(=O)N(C)c1nncnc1C(=O)NC	0%	-5%	-6	-5%	-1%	-5%	-14%	41%[activator]	24%
CCOc1ccc(C2CC(=O)Nc3cc4c(cc32)OCO4)cc1OC (stereo unspecified)	-9%	-1%	-1	-5%	-2%	.	-21%	-4%	0%
COc1ccc(NC(=O)CN(C)C(=O)c2cc(S(=O)(=O)N(C)C)ccc2N2CCCC2)cc1	-13%	-5%	-2	.	.	-11%	-21%	3%	.
Cc1ccc(C(=O)N/C(=C/c2ccc(Cl)cc2)C(=O)Nc2cccc(C(=O)O)c2)cc1	3%	-5%	-2	5%	5%	7%	-6%	18%	-1%
Cc1cccc(C)c1NC(=O)Cn1nnc(C(=O)NCc2ccc(F)cc2)c1N	-13%	-1%	-4	-4%	-6%	.	-5%	-3%	-13%
CC(/C=C/c1ccccc1)=N\Nc1ccccc1[N+](=O)[O-]	-23%	0%	-1	-11%	-7%	-3%	6%	11%	18%
Cc1ccc(S(=O)(=O)C2CCOC2=O)cc1 (stereo unspecified)	0%	-5%	-6	-16%	-6%	16%	-5%	3%	18%
COCCn1c(SCC(=O)Nc2ccc(Cl)cn2)nnc1-c1ccncc1	?	1%	-4	-5%	-9%	-5%	-1%	122%[activator]	10%
Cc1cc(C(=O)OCC(=O)N(C)c2c(N)n(Cc3ccccc3)c(=O)[nH]c2=O)c(C)n1-c1ccccc1	4%	-3%	0	.	.	32%	8%	-9%	.
Cc1ccc(C2CC(=O)N3CN(c4ccc(Br)cc4)CSC3=C2C#N)o1 (stereo unspecified)	4%	-1%	16	?	-1%	1%	-7%	?	32µM*
COc1cc2sc(-c3ccccc3OC)c(-c3ccc(O)cc3)c2cc1OC	?	-3%	0	.	.	36%	-1%	13%	.
COc1ccc(C2=CC(c3ccccc3F)n3ncc(C(=O)Nc4ccc(C)cc4)c3N2)cc1 (stereo unspecified)	-15%	-3%	0	-6%	-2%	.	4%	26%	2%
CCn1c(SCC(=O)N2CCN(c3ccc(F)cc3)CC2)nc2ccccc2c1=O	-6%	-3%	-1	-6%	0%	4%	-16%	5%	3%
C1CCCN(CCCCN2CCCCCC2)CC1	-19%	-4%	3	-6%	-3%	9%	-2%	-8%	50%
COCCNC(=O)C(OC(=O)c1cccs1)c1ccccc1 (stereo unspecified)	-16%	-5%	-5	-12%	0%	1%	-2%	-1%	5%
CSCCC(NS(=O)(=O)c1ccccc1F)C(=O)NCc1cccnc1 (stereo unspecified)	-22%	-3%	-7	.	.	-5%	-5%	10%	.
Cc1cccc(CCNC(=O)Cn2ncc3c([nH]c4ccccc43)c2=O)c1	-12%	-2%	-3	-5%	-1%	22%	-1%	29%	20%
ClCc1nc2ccccc2c2ccccc12	-13%	-4%	-7	-5%	2%	23%	-12%	58%[activator]	-1%
CCN1CCC(NC(=O)c2cc(OC)c(OC)cc2OC)CC1	-10%	-5%	-1	11%	0%	1%	-7%	4%[58.9 µM]	-5%
COC(Cc1nnc(SC)n1-c1ccc(Cl)cc1)OC	-7%	-3%	-8	-8%	-2%	5%	-12%	4%	48%
Cc1cnc(C(=O)OCC(=O)NCc2cccc(Cl)c2)cn1	0%	-1%	-8	.	.	1%	-18%	9%	.

4 of the entries above in order of the LDHA block value, ascending.
| SMILES | POLH inh | Glioma ERSR ind | LDHA block | BLM inh | APEX1 inh | POLK inh | Pol iota inh |
| --- | --- | --- | --- | --- | --- | --- | --- |
| CSCCC(NS(=O)(=O)c1ccccc1F)C(=O)NCc1cccnc1 (stereo unspecified) | -22% | -3% | -7 | . | -5% | -5% | 10% |
| CCNC(=O)N(C)c1nncnc1C(=O)NC | 0% | -5% | -6 | -1% | -5% | -14% | 41%[activator] |
| COc1cccc(NC(=O)Nc2cc(-c3cn4cccnc4n3)ccc2OC)c1 | ? | 0% | -5 | -11% | . | -19% | ? |
| COCCn1c(SCC(=O)Nc2ccc(Cl)cn2)nnc1-c1ccncc1 | ? | 1% | -4 | -9% | -5% | -1% | 122%[activator] |

(listing goes on)
SMILES	POLH inh	Glioma ERSR ind	LDHA block	Apoferritin bind	BLM inh	APEX1 inh	POLK inh	Pol iota inh	POLB inh
Cc1cc(=O)oc2cc(OCC(=O)NCCc3ccccc3)ccc12	11%	-3%	-8&-3	2%	0%	46%[activator]	-13%	24%	1%
COC(=O)c1ccc(-c2nn(C)c(=O)c3ccccc23)cc1	-3%	-1%	-2	8%	2%	-2%	15%	34%[activator]	-19%
CCOC(=O)C1=C(C)NC(=O)C(C(N)=O)C12CCCC2 (stereo unspecified)	2%	-3%	-1	5%	-3%	?	-8%	26%	4%
Cc1ccc(CNC(=O)Cn2cc(S(=O)(=O)Cc3ccccc3F)c3ccccc32)cc1	-12%	-4%	0	3%	-5%	.	-6%	-6%	?
Cc1ccc(C)c(NCc2ccccc2CO)c1	-19%	-1%	-3	?	-7%	3%	-10%	49%[activator]	-7%
O=C(CCCCCN1C(=O)c2ccccc2C1=O)NCCc1nc2ccccc2[nH]1	-6%	-5%	-2	?	0%	-4%	-13%	7%	14%

These rows are one share of the data. The share of hits here may be higher or lower than overall.
